# Assay outcomes deposited in PubChem BioAssay by Sanford-Burnham Center for Chemical Genomics.
# Apaf-1 inh: inhibitors of human Apaf-1 apoptosome; reconstituted apoptosome caspase-3 activity, DEVD-Rh110 fluorescence; inhibition, % at 20 µM; 0.71% of 330,000 active; AID 489030; active = inhibition of at least 40% at 20 µM;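 also: plate controls were DMSO wells for no effect and DEVD-CHO caspase inhibitor wells for full effect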
#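 Material: biochemical Apaf-1 apoptosome reconstitution. Medium: Hepes buffer, pH 7.5. Also added: cytochrome c activation, bis-DEVD rhodamine 110 substrate. Timing: 30 min compound preincubation, 50 min activation, room temperature. Measured by: rhodamine 110 fluorescence at Ex 480/Em 540 nm.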
# SENP1 inh: blocks the human SENP1 SUMO protease catalytic domain | Q9P0U3 | recombinant SENP1 catalytic domain, CyPet-SUMO1-YPet FRET cleavage | inhibition, % at 10 µM | 0.21% of 360,000 active;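 active = inhibition at least 30% at 10 µM, raw YFP signal under a set limit, fluorescence ratio 0.5 to 1.5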;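 also: 0% = enzyme with DMSO and 100% = no enzyme wells; some results filed as inactive read as strong as hits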
# Target sequence (Q9P0U3 419-644 limits assumed): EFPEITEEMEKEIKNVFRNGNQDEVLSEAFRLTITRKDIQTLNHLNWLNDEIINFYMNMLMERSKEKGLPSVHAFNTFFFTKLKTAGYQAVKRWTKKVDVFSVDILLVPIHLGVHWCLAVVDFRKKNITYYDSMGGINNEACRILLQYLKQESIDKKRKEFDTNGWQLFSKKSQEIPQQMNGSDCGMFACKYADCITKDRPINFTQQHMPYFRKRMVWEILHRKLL
#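 Assay system – human recombinant His6-tagged SENP1 catalytic domain enzyme · Input – SENP1 enzyme, 20 pM final · Buffer or medium – Tris pH 8 buffer plus EDTA, NaCl, BME, BSA, NP40, catalase · Schedule – 50 min reaction at room temperature · Technique – FRET read of cyan and yellow fluorescence · Control set – no-enzyme wells low, DMSO-plus-enzyme wells high control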
# SENP7 inh: SENP7 protease inhibition. Q9BQF6. recombinant SENP7, Z-RLRGG-aminoluciferin luminescence, 40 min. inhibition, % at 5 µM. 1.5% of 330,000 active. AID 434973;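 active = inhibition above about 50% at the single test dose, limit read from the data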;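 also: plate controls were DMSO with enzyme for no effect and no enzyme buffer wells for full effect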
# Target sequence (Q9BQF6 706-1050 limits assumed): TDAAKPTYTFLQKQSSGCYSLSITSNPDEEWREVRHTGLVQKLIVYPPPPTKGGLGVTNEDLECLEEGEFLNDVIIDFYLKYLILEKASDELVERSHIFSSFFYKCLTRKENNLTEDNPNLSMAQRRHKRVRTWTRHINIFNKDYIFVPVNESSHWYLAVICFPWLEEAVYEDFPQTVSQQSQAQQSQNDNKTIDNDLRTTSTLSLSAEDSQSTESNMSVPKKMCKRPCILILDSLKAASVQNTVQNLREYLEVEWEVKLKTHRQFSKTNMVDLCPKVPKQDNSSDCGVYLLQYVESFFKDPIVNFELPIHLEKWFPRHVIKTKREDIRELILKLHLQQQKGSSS
# HKDC1 inhibitor: blocks human hexokinase HKDC1 activity; inhibition, % at 20 µM; 0.16% of 340,000 active; recombinant HKDC1, G6PDH/diaphorase resazurin coupled fluorescence; Q2TB90;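 active = inhibition above about 35% when tested at 20 µM, limit read from the data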;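 also: plate controls were DMSO wells with enzyme for no effect and DMSO wells lacking enzyme for full effect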
#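 Test system: recombinant HKDC1 (HK5) hexokinase enzyme, produced in-house / Doses: 20 µM test compound, 1% DMSO / Timing: 90 min, room temperature / Detection: G6PDH/diaphorase-coupled fluorescence, 1 mM NADP, 100 µM resazurin, 525/613 nm / Control set: DMSO wells with and without enzyme mix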
# NLRP3 yeast inh: inhibitors of NALP3 inflammasome in yeast. inhibition, % at 10 µM. 0.39% of 330,000 active. Yeast reconstituted NLRP3/ASC/caspase-1, beta-gal luminescence, 24 h;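 active = inhibition of 50% or more; inactive = inhibition below 50%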;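 also: plate controls were induced DMSO wells for no effect and uninduced yeast grown without galactose for full effect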
# SENP8 block-1: SENP8 (human) protease inhibition | 0.64% of 360,000 active | Q96LD8 | recombinant SENP8, Nedd8 substrate fluorescence | inhibition, % at 20 µM | AID 602440; in the data active = inhibition mostly above about 40%, no sharp cut-off; inactive = mostly below about 27%
# Target sequence (Q96LD8 whole entry, looked up): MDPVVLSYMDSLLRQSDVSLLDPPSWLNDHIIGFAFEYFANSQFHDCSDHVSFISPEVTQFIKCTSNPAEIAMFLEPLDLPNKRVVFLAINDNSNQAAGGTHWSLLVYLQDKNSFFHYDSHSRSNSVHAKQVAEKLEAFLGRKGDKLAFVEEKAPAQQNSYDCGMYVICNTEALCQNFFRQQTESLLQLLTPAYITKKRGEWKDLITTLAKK
# SENP6 inh: inhibitors of human SENP6 protease; Q9GZR1; Recombinant SENP6 catalytic domain, aminoluciferin luminescence; inhibition, % at 10 µM; 1.8% of 330,000 active; AID 2599;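 active = inhibition above about 50% at the single tested dose, limit read from the data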;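 also: plate controls were DMSO wells with enzyme for no effect and DMSO wells lacking enzyme for full effect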
# PfG6PD inh: PfG6PD (Plasmodium falciparum) enzyme inhibition. AID 504690. 0.78% of 350,000 active. PfGluPho enzyme, NADPH resazurin-diaphorase fluorescence. inhibition, % at 20 µM;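 active = inhibition reaching at least a set limit at 20 µM in the primary screen, cut at about 59% in these data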;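 also: 0% = DMSO wells with substrate and 100% = DMSO wells lacking glucose-6-phosphate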
# SENP8 block-2: blocks the human protease SENP8; 1.2% of 330,000 active; purified SENP8, Z-RLRGG-aminoluciferin cleavage, luminescence; inhibition, % at 10 µM; Q96LD8; AID 2540; in the data active = inhibition above about 50%
# * hit, by the source's call; x = not tested or not shown.
SMILES,Apaf-1 inh,SENP1 inh,SENP7 inh,HKDC1 inhibitor,NLRP3 yeast inh,SENP8 block-1,SENP6 inh,PfG6PD inh,SENP8 block-2
Cc1cccc(Nc2c(O)nc[nH]c2=O)c1,x,1,x,-3,x,14,x,0,x
O=c1c(/C=N\NS(=O)(=O)c2ccccc2)coc2ccc(Cl)cc12,5,-3,-3,4,25,4,-13,1,-6
CN(C)S(=O)(=O)c1cccc(NC(=O)/C=C/c2ccc(S(=O)(=O)N3CCOCC3)cc2)c1,1,2,-1,3,-1,-2,6,17,8
CC1CCCN(c2cc(N(C)CCO)c([N+](=O)[O-])c3nonc23)C1 (stereo unspecified),2,8,1,-1,23,49*,-6,-14,1
Cc1nc(SCC(=O)OCc2ccccc2)c2c(=O)n(C)c(=O)n(C)c2n1,19,1,-14,-5,11,17,-8,11,-5
CSc1ccc(/C=C(/NC(=O)c2ccccc2)C(=O)NCCCn2ccnc2)cc1,-6,-2,-2,1,20,-8,-14,-23,4
C[C@H](CO)N1C[C@H](C)[C@@H](CN(C)Cc2ccc(C(=O)O)cc2)Oc2c(NS(=O)(=O)c3ccc(F)cc3)cccc2C1=O,3,0,-1,-6,6,7,11,13,4
Cc1cc(NC(=NC2CC2)c2ccccc2F)n(-c2ccccc2)n1,-3,2,6,-5,6,10,1,-20,-3
CC(C)c1ccc(C(O)c2nc3ccccc3n2C)cc1 (stereo unspecified),-5,-1,6,1,30,6,-3,-10,-13
NS(=O)(=O)c1ccc(CCNC(=O)c2coc3ccccc3c2=O)cc1,4,0,-2,-6,19,7,20,-6,-4
CCOC(=O)CSc1nnc(NCC(=O)OC)c(=O)[nH]1,-10,1,5,-10,15,10,-14,13,0
CCc1ccc(NC(=O)C(C)OC(=O)CN2C(=O)NC3(CCCC3)C2=O)cc1 (stereo unspecified),1,-1,-4,1,23,-2,-11,12,-4
CCOc1cc(C(=O)Nc2ccc(N3CCN(C(C)=O)CC3)cc2)cc(OCC)c1OCC,15,-2,3,-1,20,10,6,4,-13
Cc1[nH]c(C)c(S(=O)(=O)NCc2ccc(N(C)C)cc2)c1C(=O)N1CCCC1,-3,1,1,7,11,12,0,-3,-2
CCOC(=O)C(CC)(CC)C(=O)/C=C/c1ccc(Br)cc1,21,3,-3,10,8,20,-3,22,0
CCCc1nnc(SCc2ccc(OCC)cc2)n1N,2,2,6,-9,14,33,-10,6,-8
CCOC(=O)C1(Cc2ccccc2)CCCN(CCO)C1 (stereo unspecified),10,-7,4,-6,8,13,0,-1,-13
N#Cc1ccc(N2CCN(C(=O)c3cccs3)CC2)c(F)c1,1,-1,0,-5,-19,0,-4,-6,0
CCOC(=O)Cn1nc(/C=C/c2ccc(C(C)C)cc2)ccc1=O,21,3,13,6,20,-419,4,11,-19
CC(C)(C)c1ccc(O)c(N)c1,8,x,-1,x,30,x,-4,x,-1
O=C(N/N=C/C1CCCCC1)c1ccccn1,-19,2,-6,-6,11,11,-6,-12,-13
O=C(Nc1ccc(-c2n[nH]c(=S)o2)cc1)c1ccccc1Cl,-2,0,5,-3,-10,-118,38,10,25
FC(F)(F)c1cc(-c2cccs2)nc(-n2cc(Cl)cn2)n1,13,-1,-7,-2,20,-345,0,6,-3
CCCCCC(=O)NC(=S)NNC(=O)c1ccc([N+](=O)[O-])cc1,-4,3,-1,-22,39,34,-7,-3,-6
CC(=O)N1CCN(S(=O)(=O)c2cccc(C(=O)N(Cc3ccccc3)c3ccc(C)cc3)c2)CC1,27,-1,3,-1,19,-1,-10,-14,-11
CC1CCCC(C)N1CC(O)COCC1COc2ccccc2O1 (stereo unspecified),-7,1,-8,-8,11,9,-5,-10,-10
O=C(NCc1cccnc1)C1CCN(S(=O)(=O)c2cc([N+](=O)[O-])ccc2Cl)CC1,2,0,4,-5,8,12,16,-8,-7
CCN1C(=O)[C@H]2[C@@H](c3ccc(-c4ccc(Cl)c(Cl)c4)c(OC)c3)N[C@@](C)(C(=O)OC)[C@H]2C1=O,25,0,4,1,8,-310,-11,11,-9
NC(=O)c1ccccc1NC(=O)COC(=O)C1(c2ccccc2)CC1,1,1,-6,-5,19,-37,-23,2,-6
Cc1ccc(-c2nc3cc(NS(=O)(=O)c4ccc(C)cc4)ccc3o2)cc1,2,0,-1,-4,7,-200,-13,22,1
C=C(C)C1CC=C(C)/C(=N/NC(=O)COc2ccc(C)cc2)C1 (stereo unspecified),-10,1,-9,-5,1,12,8,-18,1
Cc1cccc(-n2c(O)c(/C=N/NC(=O)c3ccccc3Cl)c3ccccc3c2=O)n1,0,-32,-2,-14,15,-73,14,-36,-3
COC(=O)c1ccc(-c2csc(NC(=O)c3ccc(S(=O)(=O)N4CCc5ccccc5C4)cc3)n2)cc1,-5,2,5,-9,16,-43,2,-21,4
CCCOc1ccc(/C=N/Nc2ccccc2[N+](=O)[O-])c(OCCC)c1,3,3,-2,0,20,24,-1,3,-5
CCn1cc([N+](=O)[O-])c(C(=O)NCc2ccc3c(c2)OCO3)n1,6,2,8,-3,12,7,6,10,1
O=C(OCC(O)C(O)C(O)COC(=O)c1ccccc1)c1ccccc1 (stereo unspecified),x,1,x,-8,x,30,x,5,x
N=C(N)N=Nc1c(O)[nH]c2ccc(Br)cc12,-1,4,-1,2,8,25,5,12,4
COc1cccc(/C=N\NC(=O)c2cc(OCC(F)(F)F)ccc2OCC(F)(F)F)c1,3,2,-5,-3,1,9,2,4,2
O=C(c1ccccc1Sc1c(Cl)cccc1[N+](=O)[O-])N1CCOCC1,-7,3,-5,-12,12,11,-12,-3,4
CCOC(=O)Cc1csc(SCC(=O)NC2CCCCC2)n1,-13,0,0,-10,11,14,-11,-8,9
Cc1ccc(C(C)NC(=O)C2CCCO2)cc1C (stereo unspecified),-1,-3,-10,-3,1,21,-14,-3,-6
COCCNC(=O)C(C)OC(=O)c1nsc(Cl)c1Cl (stereo unspecified),0,3,5,-2,9,27,-7,-11,1
CC(CSc1nc2ccccc2s1)Cn1c(N2CCCC2)nc2c1c(=O)[nH]c(=O)n2C (stereo unspecified),15,-1,-7,-1,16,18,-2,4,-8
O=c1c2cc(NC(=S)NC3CCN(Cc4ccccc4)CC3)ccc2nc2n1CCCCC2,6,7,9,1,8,0,-16,12,-4
CN(/N=C/c1cc(Cl)cc(Cl)c1O)c1c(Cl)cccc1[N+](=O)[O-],10,0,7,3,30,28,4,22,-14
N#C/C(=C/c1ccc(Br)s1)C(=O)NCCc1c[nH]c2ccccc12,24,-5,-9,4,20,16,-12,-1,-11
C=CCN(C(=O)CCC(=O)Nc1cc(C)on1)C(C(=O)NC1CCCC1)c1ccc(CC)cc1 (stereo unspecified),13,1,-5,-4,1,10,-20,18,-5
C/C=C(\C)CN1CCN(c2ccccc2F)CC1,1,-1,-9,-9,0,13,4,9,-9
CCCCC1=CC2=C(c3ccco3)C(=O)C(C)(OC(=O)c3ccc(OC)cc3)C(=O)C2=CN1CC(C)C (stereo unspecified),9,-4,-9,17,15,-168,3,22,3
CCCn1c(N)c(C(=O)CN(C)CC(=O)Nc2c(C)cc(C)cc2C)c(=O)[nH]c1=O,7,3,5,0,17,9,-1,-17,1
CCOC(=O)c1[nH]c(C)c(C(=O)OCC(=O)NCc2ccc(OC)c(OC)c2)c1C,5,-1,5,2,16,-3,-11,-3,-7
CC1(C(=O)NCc2ccc(Cl)c(Cl)c2)Oc2ccccc2NC1=O (stereo unspecified),6,1,-3,-2,-14,26,-11,0,-7
O=C(c1cccc(S(=O)(=O)NCc2ccc3c(c2)OCO3)c1)N1CCCC1,-10,1,-4,-6,15,11,-3,-11,12
COc1cc(SC)ccc1C(=O)Nc1ncc(C)s1,13,-1,94*,-4,45,-170,96*,20,89*
CCOC(=O)CSc1nc2cc3c(cc2cc1C)OCO3,17,-2,-5,-7,-4,-7,3,-6,-8
COc1ccc(CCNC(=O)CCC(=O)Nc2ccc3nc(N4CCN(C)CC4)cc(C)c3c2)cc1OC,-19,2,0,-8,19,-282,-20,3,8
Cc1cccc(C)c1OCc1cc(C(=O)N2CCC[C@H]2C(N)=O)no1,-11,-1,-7,3,11,6,-15,4,-3
CNc1ccc(C(=O)OCC(=O)Nc2ccnn2C(C)C)cc1[N+](=O)[O-],-2,1,0,-2,13,33,-11,9,-11
CCOc1ccc(CNC(=O)CCS(=O)(=O)Cc2cccc(Cl)c2)cc1OC,4,3,3,-7,4,20,-8,8,-2
COc1ccc(C(O)C(CN2CCOCC2)c2ccccc2)cc1F (stereo unspecified),1,0,6,-3,14,32,5,-3,6

# Other results
SMILES,Apaf-1 inh,SENP1 inh,SENP7 inh,HKDC1 inhibitor,NLRP3 yeast inh,SENP8 block-1,SENP6 inh,PfG6PD inh,SENP8 block-2
O=C(NN1C(=O)c2ccccc2NC1c1ccccn1)c1ccc(Br)cc1 (stereo unspecified),1,2,-1,2,-9,-205,2,-15,-4
CCN(C[C@H]1N[C@@](CC)(C(=O)OC)[C@H]2C(=O)N(Cc3ccccc3)C(=O)[C@@H]12)S(=O)(=O)c1ccc(OC(F)(F)F)cc1,8,1,9,-1,-3,13,22,-48,7
CCOc1ccccc1N1CCN(C(=O)[C@@H]2CCCN2C2=NS(=O)(=O)c3ccccc32)CC1,0,1,5,-6,11,4,-1,4,-11
CC(OC(=O)c1cccc(-n2cnnn2)c1)C(=O)Nc1cccc(Cl)c1 (stereo unspecified),3,3,2,1,10,4,-6,1,3
COc1ccc(C(=O)Nc2cc(=O)n(C)c(=O)n2C)cc1,-18,3,1,-13,-14,13,-8,8,3
Cc1cc(NCCCN2CCOCC2)n2ncc(-c3ccc(Cl)cc3)c2n1,21,-2,-6,3,31,-300,-14,20,-21
O=C(NCCN1CCCC1)c1ccc(Cl)cc1,5,-1,3,-12,18,11,-6,-3,-7
C/C(=N\NC(=O)COc1ccc(C(C)(C)C)cc1)c1ccc(N2CCOCC2)cc1,21,-2,11,7,0,-24,-1,-3,-8
